AddAB inh = less growth of phage-infected E. coli with AddAB. inhibition, % at 11.9 µM. E. coli expressing H. pylori AddAB, absorbance growth. 0.29% of 330,000 active; in the data active = inhibition above about 12%;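 also: 0% = vehicle wells of infected cells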
OPRM1-OPRD1 ag = agonists of human mu-delta opioid receptor heterodimerization; P35372+P41143; 0.3% of 340,000 active; cells, OPRM1-OPRD1 heterodimerization, luminescence; activation, % at 9.3 µM; in the data active = activation above about 18%;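 also: 0% = vehicle-treated cells and 100% = reference agonist; values of inactives mirror those of a sister screen read the other way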
Target sequence (P35372 whole entry, looked up): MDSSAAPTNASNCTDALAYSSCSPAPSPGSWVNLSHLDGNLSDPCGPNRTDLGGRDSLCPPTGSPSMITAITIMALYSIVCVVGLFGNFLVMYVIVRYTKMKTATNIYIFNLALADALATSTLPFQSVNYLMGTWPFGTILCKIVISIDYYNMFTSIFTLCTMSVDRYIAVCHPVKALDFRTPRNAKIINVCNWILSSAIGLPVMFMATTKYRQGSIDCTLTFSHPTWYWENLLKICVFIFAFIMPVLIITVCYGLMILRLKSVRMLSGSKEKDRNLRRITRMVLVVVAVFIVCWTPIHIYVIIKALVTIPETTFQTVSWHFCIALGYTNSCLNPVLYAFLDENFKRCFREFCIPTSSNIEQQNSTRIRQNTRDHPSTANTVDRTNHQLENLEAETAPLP
Target sequence (P41143 whole entry, looked up): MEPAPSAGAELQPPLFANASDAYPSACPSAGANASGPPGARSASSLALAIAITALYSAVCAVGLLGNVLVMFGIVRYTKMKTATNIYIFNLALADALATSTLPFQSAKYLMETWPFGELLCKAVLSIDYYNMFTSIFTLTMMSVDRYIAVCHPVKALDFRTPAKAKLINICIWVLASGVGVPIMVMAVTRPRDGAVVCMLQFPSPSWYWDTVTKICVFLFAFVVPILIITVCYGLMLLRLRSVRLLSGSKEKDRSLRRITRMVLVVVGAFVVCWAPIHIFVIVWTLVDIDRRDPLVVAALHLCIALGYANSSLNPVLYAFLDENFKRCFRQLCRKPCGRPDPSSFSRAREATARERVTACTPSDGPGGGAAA
PKA-R1A act = PKA-R1A complex activation. PKA-R1A dissociation, Cy5-IP20 fluorescence polarization; scaled: DMSO 0%, 113 µM cGMP 100%. activation, % at 11.4 µM. 0.083% of 340,000 active. AID 504707;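 active = percent activation above the mean of all tested compounds plus 3 SD, cut at about 19% in these data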;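 also: higher means more PKAc released from R1A so a rise in polarization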
Mot1-301 SUMO = blocks SUMOylation pathway, rescuing yeast Mot1-301 growth. S. cerevisiae Mot1-301 growth rescue, ATP luminescence, 38.5C; percent above DMSO median, 100 means doubled. growth rescue, % at 18.8 µM. 1% of 320,000 active;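 active = every valid replicate shows activation above 250% relative to neutral control wells; inactive = the rest, any valid replicate at or below 250%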;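 also: OY570 slx delta 5 strain wells were the positive control but not used for scaling; some compounds called inactive have numbers as strong as hits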
phage Ecoli inh = E. coli growth loss with phage present; growth absorbance; inhibition, % at 11.9 µM; 0.26% of 360,000 active; AID 651602; in the data active = inhibition above about 11%
Tat export inh = E. coli Tat transport inhibition; E. coli MC4100 TorA-mCherry Tat export, fluorescence; AID 488895; inhibition, % at 10 µM; 0.036% of 340,000 active;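 active = mean replicate inhibition at least 50% and at least half of replicates individually reaching 50%; inconclusive = only one of the two criteria met; inactive = neither criterion met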;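 also: exported cargo escapes ClpAP degradation while cytoplasmic cargo is degraded and loses fluorescence; 0% = median of neutral control wells and 100% = median of NaSCN control wells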
Pemphigus Ab inh = blocks pemphigus antibody binding to human desmoglein-3; P32926; DSG3-coupled beads, scFv-anti-DSG3-GFP binding, flow cytometry; active compounds read low; 0.48% of 310,000 active; binding (percent of control), % at 10 µM;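 active = binding more than 3 SD below its plate's average and above zero; inconclusive = below that plate limit but binding exactly zero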;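 also: hits lower antibody fragment binding to DSG3; some compounds called inactive have numbers as strong as hits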
Ecoli viability = counter-screen for AddAB inhibitors: E. coli growth inhibition; E. coli V3065 growth, OD600 absorbance, 18 h; inhibition, % at 11.9 µM; 0.27% of 330,000 active;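 active = inhibition above the campaign's mean inhibition across all tested compounds plus 3 SD, cut at about 9.9% in these data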;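 also: uninfected addAB+ strain grown without phage in ampicillin broth; 0% = DMSO wells and 100% = ciprofloxacin 0.95 µg/ml wells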
MOR-DOR inv ag = inverse agonists of human mu-delta opioid receptor heterodimerization; cell-based MOR-DOR heterodimer luminescence, inverse agonism; inhibition, % at 9.3 µM; 0.21% of 340,000 active; AID 504357; in the data active = inhibition above about 22%, passing the limit was not always enough;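 also: 0% = cells with DMSO and 100% = wells without cells with DMSO; values of inactives mirror those of a sister screen read the other way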
PfHsp90 set2 = reduces growth (ATP signal) of yeast expressing P. falciparum Hsp90; inhibition, % at 9.4 µM; 0.32% of 310,000 active; S. cerevisiae expressing PfHsp90, BacTiter-Glo ATP, 48 h; yeast lacking PDR1 and PDR3 efflux regulators;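 active = every replicate shows inhibition above about 80%, whatever the replicate mean, limit read from the data; inconclusive = mean inhibition reaches the set limit but some replicate falls short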;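 also: 0% = DMSO neutral controls and 100% = 20 µM radicicol positive controls; yeast relying on Plasmodium falciparum Hsp90 in place of its own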
Arr AP2 block = inhibitors of human beta-arrestin and AP2 interaction; 0.31% of 340,000 active; AID 504490; FITC-arrestin peptide / GST-AP2 beads, flow cytometry; AP2 beta2 appendage carries R879A mutation; inhibition, % at 10 µM;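 active = inhibition above a set limit, near 3 SD of compounds lacking own fluorescence, cut at about 54% in these data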;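 also: plate controls were DMSO wells for no effect and 5 µM unlabelled arrestin peptide for full effect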
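System: GST-AP2 R879A glutathione beads. Medium: PBS with 0.05% Tween 20 and 0.1% BSA. Also added: FITC-arrestin peptide, 50 nM. Incubation: 12 min plus 1 h, RT. Measured by: high-throughput flow cytometry of beads, ex 488, em 535 nm. Evaluation: percent drop in bead-associated FITC signal.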
The depositor's hits bear a star; ? = inconclusive; . = no result given.

mol	PfHsp90 set2	Mot1-301 SUMO	Arr AP2 block	MOR-DOR inv ag	AddAB inh	Ecoli viability	phage Ecoli inh	PKA-R1A act	OPRM1-OPRD1 ag	Pemphigus Ab inh	Tat export inh
CCc1ccc(NC(=O)Nc2cccc(OC)c2)cc1	-17	-3	16	-23	3.1	0.1	6.4	-15	3.2	91	-8
O=C(NCc1ccccc1)c1ccc(=O)[nH]n1	2	144	8	18	0.6	-2.5	1.3	-1	-3.8	107	7
CC(=O)c1c(C)nc2ccc(Cl)cn12	-4	-8	9	7	1.5	-1.2	1.4	-7	-1.3	99	3
COc1ccccc1CNC(=S)Nc1ccc(S(N)(=O)=O)cc1	7	131	7	13	1.6	-1.7	.	-11	-2.9	102	5
CS(=O)(=O)N1CCC(Oc2ccccc2C(=O)NC2CCCCCC2)CC1	24	15	-14	7	2.8	0.5	3.9	-9	-1.4	103	5
COc1cc(/C=N/Nc2ccc(Cl)c(C(=O)O)c2)ccc1OC(=O)c1ccc(F)cc1	-1	15	2	17	-1.0	-1.8	2.0	-10	-3.3	98	-4
O=c1c2ccccc2c(C=NCc2ccccn2)c(O)n1-c1ccccc1Cl	.	.	26	-2	-1.4	-0.1	1.1	-4	0.5	115	-3
O=C1CC(Cc2ccc(Cl)cc2)C(=O)N1c1ccncc1 (stereo unspecified)	-4	-8	-10	22	-1.2	3.4	0.7	-23	-4.4	102	-14
O=C(CCc1ccccc1)Nc1cc(NC(=O)CCc2ccccc2)cc(C(=O)O)c1	3	14	15	0	0.2	-1.9	0.8	-20	0.0	101	-10
O=C1CC(SC(=NCc2ccc3c(c2)OCO3)Nc2ccccc2)C(=O)N1 (stereo unspecified)	8	-7	1	13	2.5	0.3	1.2	-12	-2.2	99	1
C=C(C)CSc1nnc(-c2ccc(C)cc2)n1N	-4	-9	-6	20	-0.7	-3.6	3.0	-12	-4.6	104	-13
CCCn1c(N)c(C(=O)CSc2nnnn2-c2ccc(O)cc2)c(=O)n(C)c1=O	16	8	-9	-9	1.3	3.4	3.7	-12	1.5	92	?
Cc1cc(C)cc(NC(=O)C2CCN(C(=O)c3cccs3)CC2)c1	7	0	2	14	3.5	-1.5	2.6	-4	-2.2	94	7
COc1ccc(OC)c(CCNC(=O)c2ccc(CS(=O)(=O)c3ccc(Br)cc3)o2)c1	16	-7	8	7	-2.8	-1.5	1.7	-9	-1.4	91	-4
COc1cccc(C2c3c(oc4ccccc4c3=O)C(=O)N2CCCN(C)C)c1OC (stereo unspecified)	-9	5	17	4	2.7	-3.0	0.7	-6	-0.7	106	-5
O=C(CCNS(=O)(=O)c1ccc2c(c1)CCC(=O)N2)NCc1cccnc1	.	104	23	15	1.8	1.0	0.3	-1	-2.6	101	0
Cn1c(Cn2c(=O)sc3ccccc32)nnc1SCC(=O)Nc1ccc2c(c1)OCO2	-23	44	7	11	3.8	0.0	3.3	0	-2.2	115	-1
CCN(CC)S(=O)(=O)c1cccc(C(=O)Nc2ccc(C#N)cc2)c1	.	-12	15	0	-1.1	-1.6	-0.9	1	0.0	103	-10
COc1ccc(OC(=O)c2cc3cc(Cl)ccc3oc2=O)cc1	7	492	6	11	1.3	-0.8	0.6	4	-2.2	113	4
Cc1nc(N2CCC(C)CC2)c2c(C)c(C(=O)Nc3ccc4c(c3)OCCO4)sc2n1	11	-3	-11	-17	2.2	0.2	1.6	-5	3.4	107	-4
COc1ccc(CC(C(=O)Nc2cccc(F)c2)c2nn[nH]n2)c(OC)c1 (stereo unspecified)	63	1	11	11	2.2	-1.5	1.9	9	-2.1	.	0
Nn1c(-c2ccccc2Cl)nnc1-c1ccccc1Cl	-25	16	12	-98	-0.3	0.4	-0.2	0	18*	82	6
Fc1ccc(-c2cc3nc(-c4ccccc4)cc(N4CCN(CCN5CCOCC5)CC4)n3n2)cc1	-3	.	7	-60	.	.	-2.0	-4	11	108	11
CN(CC(=O)Nc1ccc(F)c(F)c1F)C(=O)C1CCCO1 (stereo unspecified)	.	207	19	-16	-0.3	0.2	3.3	-1	2.4	107	-4
CCN1CCN(C(=O)C(=O)c2c(C)[nH]c3ccccc23)CC1	.	.	7	12	2.9	2.8	0.8	1	-2.4	115	10
CCN1CCN(C(=O)c2cc3cc([N+](=O)[O-])ccc3oc2=O)CC1	-53	1	7	3	-0.3	-0.1	-1.8	-6	-0.6	94	-3
Cc1cccc2sc(N3CCN(C(=O)C4COc5ccccc5O4)CC3)nc12 (stereo unspecified)	-36	27	-8	-17	1.6	4.6	1.3	-7	3.3	110	6
COc1ccc(C(=O)Oc2ccc(/C=N/Nc3ccc(Cl)c(C(=O)O)c3)cc2OC)cc1	8	40	22	10	2.1	-1.8	-4.4	3	-1.8	57	2
CN(C)c1ccc(/C=N/NC(=S)NCc2ccco2)cc1	-8	10	2	0	2.3	-0.5	2.2	-6	-0.1	96	-14
COc1ccc2c(C)c(CCC(=O)NC3CC3)c(=O)oc2c1C	34	13	6	5	4.7	1.5	5.1	11	-0.9	102	-3
CCOC(=O)c1[nH]c2ccc(OC)cc2c1NC(=O)CN1CCC2(CC1)OCCO2	17	6	16	2	-0.2	-0.3	2.3	-7	-0.4	.	10
CCOc1ccc2nc(SCC(=O)NC3CC3)sc2c1	18	-5	17	5	5.9	3.6	1.6	1	-1.6	111	-1
N#Cc1ccc(C(=O)CSc2n[nH]c(=O)n2-c2cccnc2)cc1	.	67	9	.	-1.3	-2.9	1.7	.	.	115	.
O=C1NC(=O)C(Cc2c[nH]c3ccccc23)N1 (stereo unspecified)	-10	22	-7	10	4.1	0.6	1.4	2	-1.8	90	11
O=c1c(C(c2ccc(O)cc2)c2c(O)nc3n(c2=O)CCS3)c(O)nc2n1CCS2	-4	220	10	-23	-0.5	3.9	0.7	-7	4.2	108	-6
COc1cccc(NC(=O)COc2ccccc2C(N)=O)c1	18	-5	0	19	-2.3	-0.8	1.9	2	-3.5	104	5
Cc1ccc(C(=O)Cn2c(N3CCOCC3)nc3c2c(=O)n(C)c(=O)n3C)cc1	-34	-5	8	-3	-0.6	-3.7	1.9	-4	0.5	87	4
Cc1cc(-c2nc3ccccc3o2)c2ccccc2n1	.	-2	6	-10	0.3	-1.0	5.0	0	1.9	96	-6
CCOC(=O)C1=C(C)C2C3C(=O)N(c4ccccc4C)C(=O)C3C1(C)C1C(=O)N(c3ccccc3C)C(=O)C21 (stereo unspecified)	13	-16	11	1	3.5	-2.5	3.6	3	-0.3	80	5
O=C(COC(=O)/C=C/c1ccc(C(F)(F)F)cc1)NC1CCCC1	1	-2	4	10	2.5	1.3	2.9	-7	-1.9	.	31
O=C(CSc1nc2ccccc2o1)N/N=C/c1ccccc1C(=O)O	-20	1	-13	17	1.1	1.5	2.8	-1	-3.2	114	0
c1ccc(CSc2nnc(-c3ccccc3)c(-c3ccccc3)n2)cc1	2	45	-1	-8	3.5	1.2	1.0	-5	1.5	102	8
CC(=O)C1=NOC(CNC(=O)c2c(-c3ccccc3Cl)noc2C)C1 (stereo unspecified)	3	-3	0	13	1.1	0.5	2.1	-5	-2.3	107	-8
CCN1CCN(C(=O)C(C)Sc2nnc3nc(C)cc(C)n23)CC1 (stereo unspecified)	9	7	6	4	2.7	-0.9	2.6	-4	-0.9	103	2
c1ccc2c(CN3CCOCC3)c3ccccc3c(CN3CCOCC3)c2c1	.	3	-1	-11	0.3	-2.8	2.0	-7	1.8	96	-3
CCCn1c(NC(=O)CN2C(=O)NC3(CCCCC3)C2=O)nc2ccccc21	-5	22	-5	-5	3.8	0.4	1.8	-3	0.8	102	2
CC(C)(C)C(=O)N1CCN(c2ccc(NC(=O)c3ccc([N+](=O)[O-])o3)cc2)CC1	-80	151	23	-7	6.0	2.3	2.1	2	1.3	106	-2
Cc1ccc(S(=O)(=O)N2CCN(C(C)CC(=O)O)CC2)cc1 (stereo unspecified)	11	.	-4	4	-3.4	0.2	2.9	-2	-0.7	98	-3
CCCC(=O)Nc1nnc(CCN2CCCCC2)s1	21	41	28	11	-1.6	-3.7	3.7	2	-2.2	97	-4
O=C(CSc1nnc(C2CC2)n1C1CC1)Nc1cccc(Br)c1	-54	20	-7	5	0.4	-0.7	-0.4	-7	-1.2	.	1
CCn1nc(NC(=O)c2ccccc2)c2cc3cccc(C)c3nc21	-3	-9	-13	1	2.1	1.1	3.6	-3	-0.2	104	8
CCOC(=O)N1CCN(c2nc(-c3ccccc3)c3cc(C)ccc3n2)CC1	-13	-13	-1	-11	0.0	-0.8	1.9	-7	2.2	97	13
CCOC(=O)c1cc(-c2ccccc2)nn1CC1CC(c2cccnc2)=NO1 (stereo unspecified)	.	3	2	12	2.9	2.5	4.3	-4	-2.2	100	1
COc1cc(/C=C/c2sc3ccccc3[n+]2CCCS(=O)(=O)[O-])ccc1O	46	-35	.	30	-1.0	-0.9	2.2	8	-6.4	100	2
O=C(Nc1cccc2c1CCCC2)c1cc([N+](=O)[O-])cc([N+](=O)[O-])c1	1	18	8	-62	0.1	-1.9	3.2	-9	12	124	-2
CCOC(=O)c1oc2cc(O)ccc2c(=O)c1-c1ccc(OC)cc1	-13	7	2	-9	2.1	0.2	1.9	-1	1.5	109	16
COc1cccc(C2c3c(oc4ccccc4c3=O)C(=O)N2CCCN2CCOCC2)c1OC (stereo unspecified)	-24	.	42	10	.	.	-0.4	-14	-1.7	105	-3
Cc1ccc(C)c(NC(=O)c2nnn(Cc3ccccc3)c2N)c1	-2	270	1	-5	2.0	-1.0	1.6	-12	0.9	.	-3
O=C(N/N=C/c1ccc(Cl)cc1)C(=O)N1CCCCCC1	-22	5	5	12	2.6	3.0	3.3	0	-2.2	98	-20
CCC(NC(=S)NCc1ccc(F)cc1)c1ccc(C)cc1 (stereo unspecified)	3	13	12	-36	1.9	0.6	1.7	2	6.4	117	-2
O=C(Nc1nc2ccc(S(=O)(=O)N3CCCC3)cc2s1)c1ccccn1	7	4	-9	22	0.1	-4.1	-1.5	-7	-4.3	99	2
CCOc1ccc(N(CC(=O)NC2CCCCC2)C(=O)CNC(=O)c2ccco2)cc1	-13	6	18	11	1.5	2.7	-5.5	0	-1.9	105	-7
CN(C)S(=O)(=O)c1ccc(/C(O)=C2/C(=O)C(=O)N(Cc3cccnc3)C2c2ccncc2)cc1 (stereo unspecified)	0	84	1	15	0.0	-1.9	-0.6	-6	-3.0	89	-14
